M4 antag: CHRM4 antagonism in calcium assay | AID 624125 | inhibition, % at 3 µM | CHO-hM4 cells, ACh EC80, Fluo-8 calcium fluorescence | P08173 | hit rate 0.73% among 360,000;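 active = inhibition above its plate's cutoff, the mean inhibition of sample wells plus 3 SD, cut at about 27% in these data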;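 also: 0% = acetylcholine EC80 with DMSO and 100% = DMSO without agonist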
Target sequence (P08173 whole entry, looked up): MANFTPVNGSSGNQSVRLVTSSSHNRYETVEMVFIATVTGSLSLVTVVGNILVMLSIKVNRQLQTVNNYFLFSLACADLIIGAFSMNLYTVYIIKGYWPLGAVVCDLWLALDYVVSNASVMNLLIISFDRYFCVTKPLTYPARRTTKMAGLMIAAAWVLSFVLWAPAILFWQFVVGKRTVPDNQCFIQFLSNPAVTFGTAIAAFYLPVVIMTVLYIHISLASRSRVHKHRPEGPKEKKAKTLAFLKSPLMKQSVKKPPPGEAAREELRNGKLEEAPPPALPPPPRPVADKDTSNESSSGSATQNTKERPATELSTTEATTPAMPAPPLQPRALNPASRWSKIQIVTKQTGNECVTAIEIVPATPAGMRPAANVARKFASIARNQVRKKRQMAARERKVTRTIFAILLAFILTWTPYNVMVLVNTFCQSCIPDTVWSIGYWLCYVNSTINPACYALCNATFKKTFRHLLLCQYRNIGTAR
CRFBP-R2 agonist: agonists of human CRF-binding protein/CRF-R2 receptor complex. HEK293 CRF-R2/CRF-BP, calcium dye fluorescence (FLIPR); percent of saturating CRF peptide response. activation, % at 13.2 µM. hit rate 0.46% among 350,000. AID 588473;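 active = activation of at least 50%, plus an integration ratio under a set limit after plate pattern correction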;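 also: plate controls were neutral control wells without compound for no effect and CRF at EC100 for full effect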
M5 ag: CHRM5 agonism in calcium assay; CHO-K1 hM5 cells, Fluo-8 calcium fluorescence; 0% DMSO wells, 100% maximal acetylcholine response; hit rate 0.19% among 360,000; P08912; AID 624037; activation, % at 3 µM;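 active = activation above the run's mean over test compounds plus 3 SD, cut at about 23% in these data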;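 also: signal is peak over basal fluorescence ratio across the kinetic read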
Target sequence (P08912 whole entry, looked up): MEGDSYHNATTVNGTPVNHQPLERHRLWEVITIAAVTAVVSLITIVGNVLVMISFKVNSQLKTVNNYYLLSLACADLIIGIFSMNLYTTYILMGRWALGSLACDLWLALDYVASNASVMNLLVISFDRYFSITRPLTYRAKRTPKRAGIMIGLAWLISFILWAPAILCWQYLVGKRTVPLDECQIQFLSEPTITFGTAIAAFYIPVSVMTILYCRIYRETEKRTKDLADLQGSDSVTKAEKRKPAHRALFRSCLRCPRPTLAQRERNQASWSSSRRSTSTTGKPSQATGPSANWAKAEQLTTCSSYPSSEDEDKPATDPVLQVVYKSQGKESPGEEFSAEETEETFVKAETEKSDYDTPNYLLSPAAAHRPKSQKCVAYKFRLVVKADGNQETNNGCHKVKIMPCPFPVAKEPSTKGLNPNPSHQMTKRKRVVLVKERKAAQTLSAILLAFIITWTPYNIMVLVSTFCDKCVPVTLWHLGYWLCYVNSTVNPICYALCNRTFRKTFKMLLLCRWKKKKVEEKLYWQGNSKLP
CHRM4 PAM: potentiates acetylcholine response at human M4 receptor | P08173 | CHO-K1 hM4/Gqi5, Fluo-8 calcium fluorescence, ACh EC20; 0% = ACh EC20, 100% = maximal ACh | hit rate 0.4% among 360,000 | activation, % at 3 µM | AID 624126;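 active = activation above its plate's cutoff, the mean activation of sample wells plus 3 SD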; also: some results filed as inactive read as strong as hits
CHRM1 PAM: positive allosteric modulators of human M1 muscarinic receptor; P11229; CHO-K1 hM1, Fluo-8 calcium fluorescence, ACh EC20; 0% = ACh EC20, 100% = maximal ACh; activation, % at 3 µM; hit rate 0.088% among 360,000; AID 588819; in the data active = activation above about 19%, passing the limit was not always enough
CHRM5 PAM: potentiates acetylcholine response at human M5 receptor; activation, % at 3 µM; P08912; hit rate 0.3% among 360,000; CHO-K1 hM5, Fluo-8 calcium, ACh EC20 PAM; 0% = ACh EC20, 100% = ACh EC100;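 active = activation above the run cutoff, the mean activation of all test compounds plus 3 SD, cut at about 18% in these data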
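Test system: CHO-K1 hM5 cells / Doses: single-point, 3 µM nominal / Times: Post-acetylcholine fluorescence recording 140 s / Technique: Fluo-8 calcium fluorescence / Measure: Max/basal fluorescence ratio as % of EC20–EC100 ACh window / Benchmarks: low control EC20 acetylcholine (0%), high control EC100 acetylcholine (100%) / Replicates: one well per compound, no replicates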
M4 ag: agonists of human muscarinic M4 receptor (CHRM4); CHO-K1 hM4/Gqi5, Fluo-8 calcium fluorescence; vehicle 0%, full acetylcholine response 100%; hit rate 0.14% among 360,000; P08173; activation, % at 3 µM;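 active = activation above the run mean over all test wells plus 3 SD, cut at about 32% in these data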;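 also: peak over basal fluorescence ratio per well then scaled between controls; 0% = DMSO wells and 100% = acetylcholine at EC100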
M5 antag: blocks acetylcholine activation of human M5 receptor | AID 624040 | hit rate 0.59% among 360,000 | P08912 | CHO-hM5 cells, Fluo-8 calcium fluorescence, ACh EC80 | inhibition, % at 3 µM;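 active = inhibition above a per-plate cutoff, the mean of that plate's test compounds plus 3 SD, cut at about 27% in these data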;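 also: 0% = acetylcholine EC80 with DMSO and 100% = DMSO without agonist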
CHRM1 antagonist: antagonists of human M1 muscarinic receptor; CHO-K1 hM1, Fluo-8 calcium fluorescence, ACh EC80 antagonist; hit rate 1.3% among 360,000; inhibition, % at 3 µM; AID 588852; P11229;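 active = percent inhibition above its own plate's cutoff, namely the mean of that plate's compound wells plus 3 SD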;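 also: peak over basal fluorescence ratio during 140 s after agonist addition; 0% = ACh EC80 plus DMSO and 100% = DMSO alone without agonist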
Starred values were filed as active, the others as inactive; . = no result given.

SMILES	M4 antag	CRFBP-R2 agonist	M5 ag	CHRM4 PAM	CHRM1 PAM	CHRM5 PAM	M4 ag	M5 antag	CHRM1 antagonist
Cc1cccc(CNC(=O)CCCn2nc(C)c3c(C)n(-c4ccccc4)nc3c2=O)c1	7	-0.3	-8	-3	-2	-5	0	13	-11
CCCS(=O)(=O)N1CCCC(C(=O)Oc2ccc(OC)cc2)C1 (stereo not given)	11	0.7	3	-3	6	2	1	-8	-16
O=C(Nc1ccc(F)cc1)c1cccnc1N1CCCCC1	3	-2.0	-2	2	1	-3	0	-2	-2
O=C(CCC(=O)N(CC(=O)NC1CCCCC1)Cc1cccs1)Nc1ccccn1	8	-1.2	-2	-1	15	3	0	7	0
Cc1ccc(C(=O)N/C(=C/c2cccs2)C(=O)N2CCCCC2)cc1	6	2.3	3	3	3	-1	2	3	-6
N#Cc1ccc(NC(=O)COC(=O)CCNS(=O)(=O)c2ccccc2)cc1	-8	12	2	-2	2	-4	4	-3	3
Cc1cccc(C)c1NC(=O)CN(C)C(=O)CCC(=O)c1ccccc1	0	-1.1	1	2	4	-3	2	4	2
CC(=O)Nc1ccc(NC(=O)c2ccccc2C)cc1	6	-1.8	4	0	-8	-12	1	4	10
CC1(C(=O)NCC2CCOCC2)Cc2c(-c3cccc(C(N)=O)c3)ccnc2O1 (stereo not given)	3	.	0	-2	7	-2	0	7	-4
COc1ccc(NC(=O)NCCCN2CCc3ccccc3C2)cc1	4	-1.9	-3	-10	-7	-3	1	2	8
CC1CN(S(=O)(=O)c2cccc(C(=O)NCc3ccc4c(c3)OCO4)c2)CC(C)O1 (stereo not given)	-2	-2.6	-4	0	-7	-2	3	6	-1
CC(=O)c1ccc(S(=O)(=O)Nc2cc3c(cc2C(C)=O)OCO3)cc1	10	-0.9	-9	-3	12	-2	0	10	-4
CCOc1ccccc1C1c2[nH]c3ccccc3c2C[C@H]2C(=O)N(C3CCN(Cc4ccccc4)CC3)CC(=O)N12 (stereo not given in full)	-4	6.6	-2	-15	3	-4	7	16	-8
COc1ccc(NC(C)=O)cc1NC(=O)c1ccc(Cl)cc1	1	0.3	-4	-4	-10	-5	0	2	5
Cc1ccc(C(O)(C(=O)NNS(=O)(=O)c2ccc(C)cc2)c2ccc(C)cc2)cc1	1	1.2	-1	-5	13	-1	0	-2	-12
CCCCn1nc(C(=O)NC2CCCCC2)c2ccccc2c1=O	-3	0.6	0	7	18	-1	-2	-7	-17
Cc1ccccc1Cn1c(=O)n(CCCC(=O)NCc2ccco2)c(=O)c2sccc21	7	-0.4	-3	-1	4	-12	3	0	1
Cc1noc(NS(=O)(=O)c2ccc(NC(=O)CSc3nc4c(cc3C#N)CCCC4)cc2)c1C	-3	0.3	2	6	14	-4	1	-1	-24
CC(=O)c1cccc(NC(=O)N2CCC(NC(=O)C3CCCCC3)CC2)c1	2	-0.6	-3	-6	3	-8	2	17	-10
COc1cccc(CNC(=O)C2CCCN(C(=O)c3ccc(Cl)cc3)C2)c1 (stereo not given)	0	-0.1	0	7	8	10	2	-6	-12
COc1ccc(NC(C)=O)cc1NC(=O)CN1CCN(C2c3ccccc3-c3ccccc32)CC1	3	-1.6	0	9	9	10	0	5	-37
COc1ccccc1S(=O)(=O)N(C)C[C@@H]1Oc2ncc(-c3ccc(C)cc3)cc2C(=O)N([C@H](C)CO)C[C@@H]1C	-14	-3.1	-2	3	16	2	1	-1	-17
CCCC(=O)C1=C(O)C(C(=O)OC)C(C)(C)CC1=N (stereo not given)	-3	0.5	0	2	8	2	0	-6	-20
CCc1nnc(NC(=O)c2cnccn2)s1	-2	-0.3	-6	2	6	3	1	-3	2
COc1ccc(CNC(=O)COC(=O)c2cccnc2Nc2cccc(C(F)(F)F)c2)cc1	1	2.0	-3	-1	8	3	1	0	-19
Cn1cc(C(=O)C(=O)N2CCOCC2)c2ccccc21	8	-0.4	-1	-2	15	9	0	-3	-12
COc1ccc(NC(=O)c2cc3c(-c4ccc(OC)c(OC)c4)nn(C)c3s2)cc1OC	-3	-0.6	-7	2	-8	-8	3	4	17
CN1CCN(CCCNC(=O)c2cn(C3CCCCC3)c(=O)c3c2c2ccccc2n3C)CC1	2	-3.8	-4	-3	6	5	1	-4	-37
CCOC(=O)C1CCCN(C/C=C/c2ccccc2)C1 (stereo not given)	6	-0.6	-25	-9	-27	-33	1	19	56*
Cc1ccc(Cl)cc1NC(=O)N[C@@H](C)C(=O)O	3	0.2	2	2	6	4	0	-2	-4
COC(=O)Cn1nc(C)c2ccccc2c1=O	-2	-1.1	0	-2	1	8	0	-2	-15
COc1cc2c(cc1OC)C(C)N(S(=O)(=O)c1cn(C)cn1)CC2 (stereo not given)	-2	-2.7	1	0	7	10	1	-6	-8
CC(=O)N1CCN(Cc2nc3cc(NC(=O)NC4CCCCC4)ccc3n2C)CC1	-2	-0.6	0	3	6	3	2	-3	-9
CC(NC(=O)C(=O)NCCN1CCN(C(=O)c2ccc([N+](=O)[O-])cc2)CC1)c1ccccc1 (stereo not given)	-13	0.1	-2	3	4	1	1	3	1
CCN1CCN(c2ccc(S(=O)(=O)N3CCOCC3)cc2NC(=O)c2ccc(C(F)(F)F)cc2)CC1	-7	0.3	2	-2	2	1	1	4	-11
Cc1ccc(S(=O)(=O)CC(=O)Nc2nnc(C(C)C)s2)cc1	-4	-0.9	-2	5	4	-4	0	10	5
CCCn1c(=O)[nH]c(=O)c2c1nc(-c1ccccc1OC(F)F)n2CCOC	-1	0.4	1	16	11	5	1	-3	-5
O=C(NCC(=O)N1CCN(C(=O)c2ccccc2)CC1)c1ccc(Cl)cc1Cl	-6	-0.7	3	-1	3	7	1	-2	7
O=C(Cc1csc(-c2ccccc2)n1)NCc1ccco1	7	-0.8	-2	6	16	2	2	10	-19
O=C(O)c1ccn(Cn2cnc3ccccc32)n1	3	-0.6	-1	6	6	-1	0	0	0

Four of the compounds above, with bars between the fields:
mol | M4 antag | CRFBP-R2 agonist | M5 ag | CHRM4 PAM | CHRM1 PAM | CHRM5 PAM | M4 ag | M5 antag | CHRM1 antagonist
O=C(Cc1csc(-c2ccccc2)n1)NCc1ccco1 | 7 | -0.8 | -2 | 6 | 16 | 2 | 2 | 10 | -19
CCCn1c(=O)[nH]c(=O)c2c1nc(-c1ccccc1OC(F)F)n2CCOC | -1 | 0.4 | 1 | 16 | 11 | 5 | 1 | -3 | -5
O=C(NCC(=O)N1CCN(C(=O)c2ccccc2)CC1)c1ccc(Cl)cc1Cl | -6 | -0.7 | 3 | -1 | 3 | 7 | 1 | -2 | 7
CCN1CCN(c2ccc(S(=O)(=O)N3CCOCC3)cc2NC(=O)c2ccc(C(F)(F)F)cc2)CC1 | -7 | 0.3 | 2 | -2 | 2 | 1 | 1 | 4 | -11

Other compounds:
SMILES	M4 antag	CRFBP-R2 agonist	M5 ag	CHRM4 PAM	CHRM1 PAM	CHRM5 PAM	M4 ag	M5 antag	CHRM1 antagonist
CCN(C(=O)CSc1n[nH]c(N)n1)C1CCCCC1	-21	3.0	1	7	-1	4	1	0	7
O=c1c2c(c(-c3ccccc3)nn1Cc1ccccc1)CCCC2	4	-7.5	-9	4	7	2	-3	2	-4
Cc1cccc(C)c1-n1nnnc1C(C)(C)N1CCN(N=O)CC1	-2	-1.7	-4	-15	1	-8	0	6	-2
CC(=O)NC(CCS(C)(=O)=O)C(=O)Nc1c(F)cccc1F (stereo not given)	4	1.1	-4	10	4	1	0	8	-2
CN(C(=O)COC(=O)C1=COCCO1)C1(C#N)CCCCC1	-2	4.0	5	13	0	16	1	2	12
CCCn1c(=O)c(C(=O)NCCc2ccc(OC)c(OC)c2)c(O)c2ccccc21	5	-3.5	-2	-9	9	1	0	10	-23
O=C(Cn1ncc2c([nH]c3ccccc32)c1=O)NCC1CCN(Cc2ccccc2F)CC1	-4	0.2	-8	2	1	-3	1	13	3
Cc1ccc(CCC2C3=C(CCCC3=O)OC3=C2C(=O)CCC3)cc1	-12	-0.1	6	4	7	2	0	-12	-34
COc1cc(/C=N/NC(=O)c2ccncc2)ccc1OCC(=O)Nc1ccccc1	-2	-0.9	1	4	11	0	6	13	-3
Cc1ccc(C(=O)NC2(C(Cl)Cl)N=C(c3ccccc3)N=C2N)cc1 (stereo not given)	-7	-0.7	-2	14	10	14	0	-6	-5
Cc1cccc(N/C(N)=N/c2nc(C(F)(F)F)cc(C(F)(F)F)n2)c1	-1	-0.4	-3	-5	5	-4	1	-4	-2
CCN(CC(=O)NCCc1ccc(Cl)cc1)Cc1nc2ccccc2c(=O)[nH]1	-9	1.8	0	-3	7	-8	7	10	-8
CCOC(=O)c1sc(NC(=O)c2cccc(S(=O)(=O)N3c4ccccc4CC3C)c2)cc1C (stereo not given)	0	2.2	-1	3	-1	4	0	-1	-2
O=C(/C=C/c1cccs1)c1ccco1	-6	5.3	3	4	8	4	1	-9	-14
CC(=O)N1c2ccc(S(=O)(=O)NCCC(=O)Nc3ccc(Cl)cc3)cc2CC1C (stereo not given)	8	0.1	3	-7	-2	-3	5	-2	-6
O=C(CSc1ccc(-c2ccccc2)nn1)c1cccs1	0	-1.2	-2	-6	5	4	3	3	-14
O=C(CNC(=O)c1ccc(Cl)cc1Cl)NCC1CCCO1 (stereo not given)	-15	-1.4	1	11	15	2	4	1	-14
S=C(NCc1ccccc1)N1CCN(C2CCCCC2)CC1	22	-5.8	-9	-20	7	9	1	-3	-8
COCCCN(CC(=O)NCc1ccccc1)S(=O)(=O)c1ccc(C)cc1	-4	-1.8	-5	6	3	-1	0	2	-7
Cc1occc1C(=O)NNC(=O)c1cccc(F)c1	2	0.3	0	5	-5	3	3	-3	3
CCOC(=O)C(CC)Sc1ccc2nnc(-c3cccnc3)n2n1 (stereo not given)	2	-0.4	-1	-2	1	0	2	4	2
COC(=O)c1ccc(NC(=O)CSc2nnc(COc3ccc4c(c3)CCCC4)o2)cc1	2	0.8	4	14	16	8	3	-4	-16
Cc1cccc(NC(=O)Cc2noc3ccccc23)c1C	0	-1.9	0	-3	3	-7	1	5	2
CCCn1c(C)cc(C(=O)Cn2nnc3ccccc3c2=O)c1C	2	0.2	-4	-1	4	-1	1	10	0
C=CCN1CC(c2nc3ccccc3n2CCOc2ccccc2)CC1=O (stereo not given)	5	-2.7	10	-5	2	6	0	-4	2
Cc1cccc(NC(=O)C2CCCN2C(=O)NC2CCCCC2)c1 (stereo not given)	7	-0.8	-1	-6	7	1	0	0	-1
O=C(c1ccc2ccccc2c1)N1CCN(c2ccc(C(F)(F)F)cn2)CC1	8	4.7	-5	12	8	-2	-1	-1	-5
COc1cccc(C2(C)NC(=O)N(CC(=O)Nc3ccc(N4CCOCC4)cc3)C2=O)c1 (stereo not given)	-8	-3.5	2	1	2	2	1	17	-4
CC(C)c1nc(SCC(=O)N2CCCCCC2)c2c(=O)n(C)c(=O)n(C)c2n1	7	0.3	1	-11	-2	-4	7	13	5
CC1(C(=O)NS(=O)(=O)Cc2cccc(Cl)c2)CCN1C(=O)C1(c2ccc(Cl)cc2)CCC1 (stereo not given)	-1	.	0	5	7	0	1	2	-11
Cn1c(SCc2nc(-c3ccc(Br)cc3)no2)nnc1-c1ccco1	-5	1.4	1	2	3	0	4	7	1
C#Cc1cccc(NC(=O)c2ccc3c(c2)C(=O)N(Cc2cccnc2)C3=O)c1	3	-1.1	4	-10	-11	-14	23	18	34*

High-throughput results (PubChem BioAssay)
